Screens (PubChem)
MT1-MMP txn act: activates MT1-MMP transcription. HT1080 MT1-MMP promoter luciferase reporter, luminescence, overnight; hits give high values. activation factor at 10 µM. actives 0.16% (n = 86,000). AID 750;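 active = activation factor of at least 2 for MT1-MMP transcription at 10 µM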
Mac1 fbg inh: CD11b/CD18-fibrinogen binding inhibition | actives 0.54% (n = 93,000) | inhibition, % at 10 µM | K562 CD11b/CD18 adhesion to fibrinogen, ATPlite luminescence; Mn2+ added to activate the integrin;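 active = primary inhibition of 50% or more at 10 µM, then 40% or more on retest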; note: some results filed as inactive read as strong as hits
Mac1 fbg enh: increases human CD11b/CD18 adhesion to fibrinogen | actives 0.07% (n = 93,000) | activation, % at 10 µM | P05107+P11215 | K562 CD11b/CD18 adhesion to fibrinogen, ATPlite luminescence;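 active = 10 µM primary screen giving 50% or more activity, confirmed by 40% or more on retest at that dose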; note: strong numbers were not always called active; reference of the scale not given here
Ecoli WT expand: blocks growth of wild type E. coli BW25113. OD600 absorbance. growth inhibition, % at 100 µM. actives 0.15% (n = 98,000);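 active = growth inhibition above about 50% at one test dose, limit read from the data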;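 note: growth measured after 20 h incubation at 37 °C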
FAK inh: FAK (human) kinase inhibition; actives 0.84% (n = 97,000); inhibition, %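 (tested at 7 µM)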; biochemical FAK kinase activity assay; Q05397; AID 727; in the data active = inhibition above about 19%;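 note: 0% = DMSO and 100% = reference compound high control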
ERb coact inh: ER-beta (human) coactivator binding inhibition; Q92731; TR-FRET ER-beta LBD / SRC1-Cy5 peptide binding; receptor agonist-loaded with 1 µM estradiol; inhibition, % at 25.6 µM; actives 1.3% (n = 86,000); AID 633;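 active = compounds whose percent inhibition of the receptor-coactivator binding signal exceeds about 50% in the single-dose screen, limit read from the data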;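 note: 0% = receptor plus peptide wells without compound and 100% = peptide-only wells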
Target sequence (Q92731 whole entry, looked up, the tested form may be a part): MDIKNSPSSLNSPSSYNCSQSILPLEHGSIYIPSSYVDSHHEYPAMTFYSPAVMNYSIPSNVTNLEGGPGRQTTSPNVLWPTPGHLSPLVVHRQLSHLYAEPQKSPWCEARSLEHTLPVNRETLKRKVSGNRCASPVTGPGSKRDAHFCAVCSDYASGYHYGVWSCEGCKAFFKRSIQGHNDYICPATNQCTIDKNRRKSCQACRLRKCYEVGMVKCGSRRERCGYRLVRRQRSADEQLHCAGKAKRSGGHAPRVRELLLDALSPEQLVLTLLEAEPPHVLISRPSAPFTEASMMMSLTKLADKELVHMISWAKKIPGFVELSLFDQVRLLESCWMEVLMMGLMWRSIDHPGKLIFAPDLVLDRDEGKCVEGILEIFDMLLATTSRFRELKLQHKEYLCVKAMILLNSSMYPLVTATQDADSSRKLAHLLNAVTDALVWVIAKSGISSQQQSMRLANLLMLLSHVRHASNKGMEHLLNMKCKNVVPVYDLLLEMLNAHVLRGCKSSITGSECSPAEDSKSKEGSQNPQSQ
ERa SRC1 inh: ER-alpha (human) coactivator binding inhibition. TR-FRET ER-alpha LBD / SRC-1 peptide, estradiol-bound. AID 629. actives 1.7% (n = 86,000). inhibition, % at 25.6 µM. P03372; in the data active = inhibition above about 50%;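 note: 0% = receptor plus peptide control and 100% = peptide only without receptor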
ERa SRC1 pot: ER-alpha (human) coactivator binding potentiation; P03372; TR-FRET ERalpha-LBD/SRC-Cy5 coactivator binding, 2 h; 100 = basal binding, no effect; coactivator binding (% of control), % at 25.6 µM; actives 1.3% (n = 86,000); AID 639; in the data active = activity above about 200%;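 note: binding measured in presence of low estradiol as agonist stimulus; 0% = peptide alone without receptor and 100% = receptor with peptide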
PLAP activator: activates human placental alkaline phosphatase; P05187; purified PLAP enzyme, luminescent substrate read-out; hits give high values; activation fold at 20 µM; actives 1.2% (n = 96,000); in the data active = activation fold above about 2
Target sequence (P05187 whole entry, looked up): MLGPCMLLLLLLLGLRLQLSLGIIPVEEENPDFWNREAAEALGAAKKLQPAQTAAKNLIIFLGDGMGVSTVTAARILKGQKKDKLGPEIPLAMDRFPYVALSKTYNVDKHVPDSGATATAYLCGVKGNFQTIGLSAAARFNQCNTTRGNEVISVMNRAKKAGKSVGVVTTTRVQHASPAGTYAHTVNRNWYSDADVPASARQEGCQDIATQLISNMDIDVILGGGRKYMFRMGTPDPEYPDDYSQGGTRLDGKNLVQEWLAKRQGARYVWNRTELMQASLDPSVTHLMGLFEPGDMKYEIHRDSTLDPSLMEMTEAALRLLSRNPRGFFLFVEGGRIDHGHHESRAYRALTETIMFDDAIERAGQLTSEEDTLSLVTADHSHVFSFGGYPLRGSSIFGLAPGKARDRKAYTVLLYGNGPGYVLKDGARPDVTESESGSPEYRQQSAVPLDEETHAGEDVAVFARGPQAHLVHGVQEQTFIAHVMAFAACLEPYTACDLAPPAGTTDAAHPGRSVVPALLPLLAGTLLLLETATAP
* marks the source's active call; other numbers are inactive results; · = not tested or not shown; [ ] = dose if it differs, or a comment.

SMILES	MT1-MMP txn act	Mac1 fbg inh	Mac1 fbg enh	Ecoli WT expand	FAK inh	ERb coact inh	ERa SRC1 inh	ERa SRC1 pot	PLAP activator
CC(=NCc1ccc(F)cc1)c1c(O)n(C)c(=O)n(C)c1=O	1.1	-9	-3	-1	-2	-1[fluorescence artefact?]	0[fluorescence artefact?]	117	0.8
O=C(Cc1ccccc1)Oc1ccc(N2C(=O)C3CCCCC3C2=O)cc1 (stereo not drawn)	1.1	·	·	·	1	-7	-3	107[fluorescence artefact?]	·
S=C1CN=C(c2ccccc2)c2cc(Cl)ccc2N1	1	·	·	·	2	6	-5	106	·
O=P(OCC(F)(F)C(F)F)(N1CCCCC1)N1CCCCC1	1.1	-7	-2	4	-2	-4	13	108	1.1
COc1ccc(-c2nc3ccccc3c(=O)n2-c2cccnc2)cc1	·	1	-2	3	-8	·	·	·	1.1
CC1=CC(C)C(COC(N)=O)(COC(N)=O)C(C)C1 (stereo not drawn)	1.1	0	-3	10	1	-1	-2	96	1.3
COc1ccc(CCn2c(O)c(C=NCCCN(C)C)c(=O)[nH]c2=O)cc1OC	1	-25	-1	4	-4	-7	2	99	0.9
Nc1ccc(N2CCN(Cc3ccccc3Cl)CC2)c(Cl)c1	1.1	-14	-2	18	4	-3	-14	92[fluorescence artefact?]	1.3
COc1ccc(-n2c(O)c(C(C)=NCCN3CCNCC3)c(=O)[nH]c2=O)cc1	1.1	-8	-2	-2	-9	-6	-2	116	1.2
FC(F)(F)c1ccc2c(c1)ncn2C1CCN(Cc2nnnn2C2CCCCC2)CC1	1.2	4	-2	-2	6	-11	-8	110	1.5
CCC(=NCC1CCCO1)c1c(O)n(-c2ccccc2)c(=O)[nH]c1=O (stereo not drawn)	1.2	-5	-2	5	2	2[fluorescence artefact?]	0[fluorescence artefact?]	118	0.7
O=c1cccc2n1CC1CC2CN(Cc2cccc(Cl)c2Cl)C1 (stereo not drawn)	1	0	-3	14	·	-4	-6	105	1.4
Cc1ccc(S(=O)(=O)N(C)CCCC(=O)N2CCN(c3ccccn3)CC2)cc1	1	3	-6	-1	5	-28	-37	102	1.7
Cc1ccc2c(c1)N(CCC(=O)N1CCC3(CC1)OCCO3)C(=O)C(C)O2 (stereo not drawn)	1.2	·	·	1	-3	5	-10	120	1.2
N[C@@H](Cc1c[nH]c2ccccc12)c1nnc(SCc2ccc(F)cc2)o1	1.3	2	-1	17	1	-6	1	110	1.2
CC(C)Cn1cc(C(=O)N2CCC3(CC2)OCCO3)c2c3ccccc3n(C)c2c1=O	1.3	-10	-2	9	1	22	-1	103	1.5
CC(Cc1ccccc1)[n+]1cc(/N=C(\[O-])N(C)C)on1 (stereo not drawn)	1.2	1	-1	3	-3	0[fluorescence artefact?]	2	155	0.9
CCCCCCn1c(=O)c(C(=O)Nc2ccncc2)c(O)c2ccccc21	0.9	6	6	·	·	18	11	91	1
COC(=O)c1cc(C(O)(C(=O)OC)C(F)(F)F)c(/N=C/N(C)C)s1 (stereo not drawn)	1.2	-8	-3	12	-1	4	3	79	1
Cc1ccc2c(c1)C1CN(C)CCC1N2C(=O)Cn1nnc(-c2ccccc2F)n1 (stereo not drawn)	1	-2	0	2	3	10[fluorescence artefact?]	4	117	1.5

Whole records as entered above. Order of screens: MT1-MMP txn act	Mac1 fbg inh	Mac1 fbg enh	Ecoli WT expand	FAK inh	ERb coact inh	ERa SRC1 inh	ERa SRC1 pot	PLAP activator
Profile of CC(Cc1ccccc1)[n+]1cc(/N=C(\[O-])N(C)C)on1 (stereo not drawn) → 1.2	1	-1	3	-3	0[fluorescence artefact?]	2	155	0.9
Profile of COc1ccc(-c2nc3ccccc3c(=O)n2-c2cccnc2)cc1 → ·	1	-2	3	-8	·	·	·	1.1
Profile of Cc1ccc2c(c1)N(CCC(=O)N1CCC3(CC1)OCCO3)C(=O)C(C)O2 (stereo not drawn) → 1.2	·	·	1	-3	5	-10	120	1.2
Profile of CCCCCCn1c(=O)c(C(=O)Nc2ccncc2)c(O)c2ccccc21 → 0.9	6	6	·	·	18	11	91	1
Profile of CC(C)Cn1cc(C(=O)N2CCC3(CC2)OCCO3)c2c3ccccc3n(C)c2c1=O → 1.3	-10	-2	9	1	22	-1	103	1.5

Following part:
SMILES	MT1-MMP txn act	Mac1 fbg inh	Mac1 fbg enh	Ecoli WT expand	FAK inh	ERb coact inh	ERa SRC1 inh	ERa SRC1 pot	PLAP activator
CCC(C)NC(=O)c1c(N)n(CCCOC)c2nc3ccccc3nc12 (stereo not drawn)	1.1	-10	5	-2	37*	4	4	85	2*
CCC(=NCCCO)c1c(O)n(-c2ccc(OC)cc2)c(=O)[nH]c1=O	1.1	-2	-2	4	-1	-7	-5	113	1
Cc1nc2ncnn2c(C)c1CCC(=O)N1CCC2(CC1)OCCO2	1	-14	-2	4	1	-2	-4	115[fluorescence artefact?]	1
O=C1CCCC2=C1C(c1cccnc1)Nc1ccccc1N2 (stereo not drawn)	1.1	-14	-2	19	2	-6	-12	112	0.9
CCCCOC(=O)C1=C(N)OC2=C(C(=O)CCC2)[C@]12C(=O)Nc1ccccc12	1.2	17	3	-1	-1	7	-8	102	1.4
Cc1nn(C)cc1/C=C1/CC2C3CC=C4CC(O)CCC4(C)C3CCC2(C)C1=O (stereo not drawn)	1.1	·	·	·	-3	-6	-9[fluorescence artefact?]	91[fluorescence artefact?]	·
CCOC(=O)N1CCC(NC(=O)CCc2nc(C3=CCN(C)CC3)no2)CC1	1.3	·	·	5	0	-4	3	102	1.3
COc1cc(CN2CCN(C(=O)COc3ccccc3)CC2)cc(OC)c1OC	1.1	13	6	-7	-7	6	-10	104	1.2
COc1ccc(C2C(C(=O)N3CCC4(CC3)OCCO4)CC(=O)N2c2ccc(OC)cc2)cc1 (stereo not drawn)	1.2	-13	1	4	·	2[fluorescence artefact?]	7[fluorescence artefact?]	98	1.4
CCCCCCn1c(N)c(C(=O)NCCN2CCOCC2)c2nc3ccccc3nc21	1	7	13	3	-2	-26	-24	66[fluorescence artefact?]	1.9
Cc1ccc(Cn2nnnc2CN2CCC(n3nnc4ccccc43)CC2)cc1	0.9	-15	-2	-10	·	1	2	115[fluorescence artefact?]	1.5
Cc1ccc(C2(O)CCN3CCCCC32)cc1 (stereo not drawn)	0.9	11	3	7	-3	12[fluorescence artefact?]	4	109	1.1
O=C(c1ccccc1)c1cn(CC(=O)N2CCOCC2)c2ccccc12	1.1	-13	3	-1	0	-2	3	89	0.9
O=P(O)(O)C#Cc1ccccc1	1.1	-21	1	-6	·	-3[fluorescence artefact?]	2[fluorescence artefact?]	114[fluorescence artefact?]	1.3
CP(=O)(O)CCCN	1.1	-3	-3	2	10	-8	-9	101	1
CCOC(=O)C1CCN(/C=C2/C(=O)NC(=O)N(c3ccc(OCC)cc3)C2=O)CC1	1.1	-13	-2	-6	4	1[fluorescence artefact?]	-3	113[fluorescence artefact?]	1.1
CN1C(=O)c2ccccc2Sc2ccc(C(=O)N3CCC4(CC3)OCCO4)cc21	1.1	·	·	-5	-2	9	15	130	1
CC1(C)CC(=O)C(C=NCCN2CCN(C(=O)Cc3ccc(F)cc3)CC2)=C(O)C1	1.1	0	-3	0	·	-5	-23	131[fluorescence artefact?]	1.2
CC(C)(C)OC(=O)c1c(N)n(Cc2ccco2)c2nc3ccccc3nc12	·	5	0	1	3	9	12	100	2.1*
CN1CCCC(C(=O)c2ccccc2)C1 (stereo not drawn)	1	·	·	-2	-4	7	-4	95[fluorescence artefact?]	0.9
COc1ccc(CC2C(=O)NC(=O)NC2=O)c(OC)c1	1.2	5	-1	-5	-6	-2	1	118	0.9
C=CCn1c(O)c(C(C)=NCCC2=CCCCC2)c(=O)[nH]c1=O	1	-13	-4	-11	1	-2	-4	103	0.9
COc1ccc(CN2CCN(Cc3ccccc3)CC2)c(OC)c1	1.1	10	-4	·	·	-7	-15	106	1.7
CCCCCn1c(=O)c(C(=O)Nc2ccncc2)c(O)c2ccccc21	0.8	10	-4	·	·	22[fluorescence artefact?]	34[fluorescence artefact?]	81[fluorescence artefact?]	1.2
Cc1c(C(=O)N2CCC3(CC2)OCCO3)sc2ncnc(N(C)c3ccccc3)c12	1	4	2	3	0	1[fluorescence artefact?]	-4	131	1.4
CC(C)CNC(=O)c1c(N)n(Cc2ccco2)c2nc3ccccc3nc12	1.1	-9	-5	-10	0	27	40	47[fluorescence artefact?]	1.7
CN1CCc2nc3sc(C#N)c(N)c3c(-c3cccs3)c2C1	1.1	-33	21	3	4	18	15[fluorescence artefact?]	79[fluorescence artefact?]	0.9
CCC(=NCCO)c1c(O)n(-c2ccccc2)c(=O)[nH]c1=O	1.2	-16	2	-6	-4	5[fluorescence artefact?]	3	96	0.8
C=CCN(CC=C)Cc1c[nH]c2ccccc12	1.3	5	-3	5	5	·	·	·	1
COc1ccccc1N1CCN(Cc2ccccc2F)CC1	1.1	10	-1	5	·	-6	-13	80	1.3
CCOC(=O)C1=C(N)OC2=C(C(=O)CCC2)C12C(=O)N(CC(N)=O)c1ccccc12 (stereo not drawn)	1.1	-14	0	1	1	3	7	106	1.1
CCCc1[nH]nc2c1C1(C(=O)N(CC(N)=O)c3ccccc31)C(C(=O)OC)=C(N)O2 (stereo not drawn)	1.1	-6	-2	1	-4	2	-5	107	1.5
CCN(CC)CCN=Cc1c(O)n(CCc2ccccc2)c(=O)[nH]c1=O	1.3	·	·	-2	-2	-4	-2	69[fluorescence artefact?]	1
CCC(COC(=O)NC)NC(=O)Oc1ccccc1 (stereo not drawn)	1	-11	0	1	-8	-4	-12	109	1
O=c1c(C=NCCN2CCNCC2)c(O)n(C2CCCCC2)c(=O)n1C1CCCCC1	1.1	-18	-3	7	2	-12	-2	112	1.7
CN(C)CCCN=Cc1c(O)n(CCc2ccccc2)c(=O)[nH]c1=O	1.1	-2	1	-6	1	19	-6	107	0.8
CCOc1cc2[nH]c(=S)n(CCCC(=O)N3CCC4(CC3)OCCO4)c(=O)c2cc1OCC	1	4	-3	4	-2	-14	-4	117	1.8
CC(C)NS(=O)(=O)c1ccc(OCC(=O)N2CCN(Cc3ccc4c(c3)OCO4)CC2)c(Cl)c1	1.2	28	-4	2	2	5	5	81	1.7
CCOC(=O)C1C2c3ccccc3O[C@@]1(C)N=C1SCC(=O)N12 (stereo partly drawn)	1.1	18	-2	3	2	10	3	117	1.2
Clc1ccc2c(c1)C(c1ccccc1Cl)=NCc1nnc(N3CCN(CCSc4ccccc4)CC3)n1-2	·	2	-3	0	-4	·	·	·	1.4
Cc1c(/C=N/O)c2ccccc2n1C	1.1	·	·	·	1	0	-8	90	·
COc1ccc(CCn2c(O)c(C=NCCN3CCCCC3)c(=O)[nH]c2=O)cc1OC	1.1	-6	-3	1	-3	-5	-5	100	1.1
CCCCCSc1cc(OC)c(CCN)cc1OC	·	16	2	5	2	·	·	·	1.3
CCCc1nc2ccccc2c(=O)n1-c1ccc(OC)cc1	1.3	·	·	-8	1	-1	-2	83	1.1
CC(=O)Nc1ccccc1C(=O)OCC(=O)c1ccc2ccccc2c1	·	13	-1	4	-5	·	·	·	1.1
COCCOC(=O)C1=C(N)OC(C)=C(C(=O)OC)C12C(=O)Nc1ccccc12 (stereo not drawn)	·	-20	0	0	-1	0	2	97	1.3
COc1ccc(-n2c(=O)[nH]c3ccccc3c2=O)c(OC)c1	1.1	8	-4	-7	-1	-1[fluorescence artefact?]	1[fluorescence artefact?]	100	1.1
Cn1c(O)c(C(c2ccncc2)c2c(O)n(C)c(=S)n(C)c2=O)c(=O)n(C)c1=S	1.1	-16	-2	3	-1	6	-4	116	1.1
O=C(Nc1ccc(Cl)cc1)Nc1nccs1	0.9	·	·	13	9	-9	-2	108	1.1
CN1CCN(c2cc(N3CCCC3)c([N+](=O)[O-])cc2F)CC1	·	2	4	7	0	·	·	·	0.8
Cn1c(O)c(C(=O)c2ccccc2F)c(=O)n(C)c1=O	1.1	-7	-1	-3	-2	-3	-1	115	1.1
CCCCn1c(O)c(C(C)=NCc2ccc(F)cc2)c(=O)[nH]c1=O	1.2	-7	2	-2	1	-10	-42	100	0.8

Some of the compounds tested; rates above refer to the full screens.
